KAT2A inh = qHTS Assay for Inhibitors of GCN5L2; Histone acetyltransferase KAT2A (Homo sapiens), Q92830; GCN5L2 HAT assay, ThioGlo1 CoA-SH fluorescence; Potency, µM (series often up to 58.9 µM), for inactives: top-dose activity change, negative = inhibition, hits mostly inhibitors; 390,000 compounds, 0.21% hits; AID 504327, 2011; active = well fitted inhibition curve with a large enough effect; inconclusive = small, poorly fitted or top-dose-only effect, or another doubt; inactive = no such curve, though single readings can be large or run the other way
Target sequence (Q92830 whole entry, looked up): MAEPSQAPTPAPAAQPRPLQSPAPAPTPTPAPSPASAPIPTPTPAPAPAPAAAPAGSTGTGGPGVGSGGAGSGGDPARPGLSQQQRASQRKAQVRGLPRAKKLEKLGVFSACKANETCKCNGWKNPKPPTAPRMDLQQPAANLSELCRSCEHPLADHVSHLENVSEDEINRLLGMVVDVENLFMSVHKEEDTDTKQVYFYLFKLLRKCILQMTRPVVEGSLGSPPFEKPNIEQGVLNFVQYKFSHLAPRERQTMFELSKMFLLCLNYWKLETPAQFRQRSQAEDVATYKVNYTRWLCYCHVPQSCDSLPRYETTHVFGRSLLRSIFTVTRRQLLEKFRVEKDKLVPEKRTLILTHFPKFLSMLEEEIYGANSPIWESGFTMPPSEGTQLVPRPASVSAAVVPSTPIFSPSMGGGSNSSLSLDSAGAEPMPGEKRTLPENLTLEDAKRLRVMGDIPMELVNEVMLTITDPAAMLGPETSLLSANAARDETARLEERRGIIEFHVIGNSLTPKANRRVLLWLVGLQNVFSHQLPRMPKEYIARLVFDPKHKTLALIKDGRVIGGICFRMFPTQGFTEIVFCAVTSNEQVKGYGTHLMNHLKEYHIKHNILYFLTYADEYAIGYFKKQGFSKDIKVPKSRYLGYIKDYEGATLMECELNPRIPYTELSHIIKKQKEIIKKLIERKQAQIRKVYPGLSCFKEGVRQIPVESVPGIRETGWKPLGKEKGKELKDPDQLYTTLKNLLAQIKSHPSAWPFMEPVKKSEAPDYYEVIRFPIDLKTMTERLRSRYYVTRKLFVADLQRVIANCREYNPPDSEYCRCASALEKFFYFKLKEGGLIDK
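Enzyme at 20nM final was mixed with library compounds for 15 min at room temperature. Peptide H3(1-25) at 75uM, acetyl-CoA at 70uM and ThioGlo1 at 50uM were then added. Plates were read immediately and after 20 min (Ex340nm/Em540nm).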
An asterisk follows results filed as active; u = inconclusive; & = joins results of further samples; [ ] = dose if it differs, or a comment. % is scaled to controls: 0 for no effect and ±100 for the full control effect; potency is read from the fitted curve at half-maximal effect. An excerpt; the hit share may differ from the screen's.

SMILES	KAT2A inh
NC(N)=NCCC[C@H](N)C(=O)NCC(=O)N[C@@H](CC(=O)O)C(=O)N[C@@H](CO)C(=O)O	-12%
CC1=C(C)C[C@@]23CCCN2C(=O)CCC[C@H]3C1	10%[135 µM]
CN(C)c1nc(NC2CCC(NC(=O)c3ccc(F)c(F)c3)CC2)nc2ccccc12 (centres undefined)	0%
O=C(N/C(=C\c1cn(-c2ccccc2)nc1-c1ccccc1)C(=O)N1CCOCC1)c1ccccc1	19%
O=c1[nH]c(CN2CCC(c3nc4ccccc4s3)CC2)nc2sc3c(c12)CCC3	-2%
CCCCOc1ccc(C(=O)Nc2ccc(S(=O)(=O)Nc3onc(C)c3C)cc2)cc1	-8%
CCOC(=O)c1cnc(SCc2nc(N)nc(Nc3ccccc3OC)n2)nc1N	1%
Cn1c(=O)c(C(=O)COC(=O)c2cc(-c3ccco3)nc3ccccc23)c(N)n(Cc2ccccc2)c1=O	u
CC(C)([CH2][Sn]([CH2]C(C)(C)c1ccccc1)([CH2]C(C)(C)c1ccccc1)[O][Sn]([CH2]C(C)(C)c1ccccc1)([CH2]C(C)(C)c1ccccc1)[CH2]C(C)(C)c1ccccc1)c1ccccc1	0%
O=[N+]([O-])c1cc([N+](=O)[O-])c2cccnc2c1O	-10%
O=C(O)c1ccc(Cl)c2c1C1C=CCC1C(c1ccccn1)N2 (centres undefined)	u
COc1cc(-c2nnc(NC(=O)c3ccc(S(=O)(=O)N4CCOCC4)cc3)o2)cc(OC)c1OC	-17%
O=C(/C=C\C=C/c1ccc2c(c1)OCO2)N1CCCCC1	-10%[21.4 µM]
Cc1noc(-c2ccc(CSCCC(=O)O)cc2)c1NC(=O)OC(C)c1ccccc1Cl (centres undefined)	11%
CCOc1ccc(NC(=S)N(CC)Cc2ccccc2)cc1	-2%
O=C1CCCC2=C1C1O[C@](CCCCN3C(=O)c4ccccc4C3=O)(Cc3ccccc31)O2	1%[12.7 µM]
CC1(C)Cc2c(sc3c2c(N)nc(=S)n3Cc2ccccc2)CO1	-1%
NCCCC[C@H](NC(=O)C1CCNCC1)c1nnc(CN)o1	4%
O=C(/C=C/c1ccc(O)c(O)c1)O[C@H](Cc1ccc(O)c(O)c1)C(=O)O	-16%
CCCCc1ccc(NC(=O)COc2ccc(C(=O)Nc3ccccc3OC)cc2)cc1	57%[activator]

Another view of part of the listing above:
O=C(/C=C\C=C/c1ccc2c(c1)OCO2)N1CCCCC1
  KAT2A inh: -10%[21.4 µM]

NCCCC[C@H](NC(=O)C1CCNCC1)c1nnc(CN)o1
  KAT2A inh: 4%

The list continues.
SMILES	KAT2A inh
Cc1c2c(n3c(nc4ccccc43)c1C#N)N(c1ccccc1)CC2	-10%
C[C@@]12CCC(=O)C[C@@H]1CC(=O)[C@H]1[C@H]3CCC[C@]3(C)C(=O)C[C@@H]12 (tested in a mixture with another compound)	7%[21.4 µM]
COc1ccc(NC(=O)CN2C(=O)S/C(=C/c3cccn3-c3ccc(C(=O)O)cc3)C2=O)cc1	u
C[C@H]1CC[C@@H]2[C@@H](C)[C@H]3[C@H](C[C@H]4[C@@H]5CC=C6C[C@@H](O[C@]7(O[C@H]8O[C@@H](C)[C@@H](O)[C@@H](O)[C@@H]8O)C[C@@H](O[C@@H]8O[C@H](CO)[C@@H](O)[C@H](O)[C@@H]8O)[C@@H](O)[C@H](CO)O7)CC[C@]6(C)[C@H]5CC[C@@]34C)N2C1	7%[21.4 µM]
COc1ccc(NC=O)c(C(=O)CCNC(C)=O)c1	0%
Nc1nc(Cl)cc(NCCc2ccccc2)n1	1%
COc1cc(C(CCN2CCOCC2)c2c(OC)cc(OC)c3ccc(=O)oc23)cc(OC)c1OC (centres undefined)	-19%
CC[C@H](C)[C@H](NC(=O)[C@H](Cc1ccc(O)cc1)NC(=O)[C@H](Cc1cnc[nH]1)NC(=O)[C@H](CCCNC(=N)N)NC(=O)[C@H](CC(C)C)NC(=O)[C@H](C)NC(=O)[C@H](CO)NC(=O)[C@H](Cc1ccc(O)cc1)NC(=O)[C@H](Cc1ccc(O)cc1)NC(=O)[C@H](CCCNC(=N)N)NC(=O)[C@H](C)NC(=O)[C@H](CC(C)C)NC(=O)[C@H](CC(=O)O)NC(=O)[C@H](CCC(=O)O)NC(=O)[C@H](C)NC(=O)[C@@H]1CCCN1C(=O)[C@H](C)NC(=O)[C@H](CC(=O)O)NC(=O)[C@H](CCC(=O)O)NC(=O)CNC(=O)[C@@H]1CCCN1C(=O)[C@H](CC(N)=O)NC(=O)[C@H](CC(=O)O)NC(=O)[C@@H]1CCCN1C(=O)[C@H](CCCCN)NC(=O)[C@H](CO)NC(=O)[C@@H]1CCCN1C(=O)[C@@H](N)Cc1ccc(O)cc1)C(=O)N[C@@H](CC(N)=O)C(=O)N[C@@H](CC(C)C)C(=O)N[C@H](C(=O)N[C@H](C(=O)N[C@@H](CCCNC(=N)N)C(=O)N[C@@H](CCC(N)=O)C(=O)N[C@@H](CCCNC(=N)N)C(=O)N[C@@H](Cc1ccc(O)cc1)C(N)=O)[C@@H](C)O)[C@@H](C)CC	2%
C/C=C\C=C/C(=O)Nc1cccc(C2=NOC3(C2)C[C@@H](C(N)=O)N(C(=O)c2ccccc2)C3)c1 (some centres undefined)	-2%
O=C(Nc1nc2ccccc2n1CCN1CCOCC1)c1cccc([N+](=O)[O-])c1	u
CC(C)(C)c1ccc(C(=O)NC(Cc2ccccc2)C(=O)O)cc1 (centres undefined)	-6%
O=C1CCCC/C1=N\Nc1ccc(C2CCCCC2)cc1	-15%
CCN(CC)c1ccc2cc(C(=O)Nc3cccnc3N3CCOCC3)c(=O)oc2c1	-4%
CC(=O)c1ccc(COC(=O)c2ccccc2NC(=O)C(C)C)cc1	-14%
O=C(c1ccc(Nc2nccc(-c3cc4ccccc4s3)n2)cc1)N1CCC(N2CCCC2)CC1	0%
O=C(C1=C[C@@H]2[C@H]3C(=O)N(c4ccccc4Cl)C(=O)[C@H]3[C@@H](C(=O)c3ccc(Cl)cc3)N2C=C1)c1ccccc1	-7%
CCCc1nc(N2CCOCC2)c2sc(=S)n(-c3ccccc3)c2n1	-3%
CC[C@H](C)[C@H](NC(=O)[C@H](Cc1ccc(O)cc1)NC(=O)[C@H](Cc1cnc[nH]1)NC(=O)[C@H](CCCNC(=N)N)NC(=O)[C@H](CC(C)C)NC(=O)[C@H](C)NC(=O)[C@@H](N)CO)C(=O)N[C@@H](CC(N)=O)C(=O)N[C@@H](CC(C)C)C(=O)N[C@H](C(=O)N[C@H](C(=O)N[C@@H](CCCNC(=N)N)C(=O)N[C@@H](CCC(N)=O)C(=O)N[C@@H](CCCNC(=N)N)C(=O)N[C@@H](Cc1ccc(O)cc1)C(N)=O)[C@@H](C)O)[C@@H](C)CC	-6%
Cc1ccc(C2C3=C(CCCC3=O)Nc3c2c(C)nn3-c2ccccn2)o1 (centres undefined)	-12%
CCOC(=O)C1=C(N)n2c(s/c(=C/c3ccccc3)c2=O)=C(C(=O)OCC)C1c1ccccc1 (centres undefined)	3%
Cc1ccnc2ccc(P(=O)(c3ccccc3)c3ccccc3)cc12	-7%
COc1ccc(CC(N)C(=O)N[C@H]2[C@@H](O)[C@H](n3cnc4c(N(C)C)ncnc43)O[C@@H]2CO)cc1 (some centres undefined)	19%
CSc1ccc2c(c1)N(CC[C@H]1CCCCN1C)c1ccccc1S2	3%[21.4 µM]
O=C(CCCN1C(=O)/C(=C/c2cccs2)SC1=S)Nc1ccc(O)c(C(=O)O)c1	-7%
Cc1ccc2c(COC(=O)c3cnc(C)cn3)cc(=O)oc2c1	3%
Cc1ccc(NC(=O)Nc2ccc3c(c2)nc(C)n3C)cc1C	5%
CCC(=O)N1CCc2cc(S(=O)(=O)NCCC(=O)N3CC=C(c4ccccc4)CC3)ccc21	-2%
O=C(Cn1c(N2CCN(C/C=C/c3ccccc3)CC2)nc2ccccc21)c1ccccc1	-6%
CCCCC[C@H](O)/C=C\[C@H]1[C@H](C/C=C\CCCC(=O)O)[C@@H](O)C[C@H]1O (tested in a mixture with another compound)	6%[21.4 µM]
CC(C)(C)C(=O)/C(=C\c1ccc([N+](=O)[O-])cc1)n1cncn1	0%
CC1CN(c2nc3ccccc3nc2C(C#N)C(=O)NC2CCCCC2)CC(C)O1 (centres undefined)	-3%
CCn1cc(C(=O)O)c(=O)c2cc(F)c(N3CCN(S(=O)(=O)c4ccc(Br)cc4)CC3)cc21	-6%
CCc1ccc(N2C(=O)CC(c3ccc(F)cc3)C3=C2COC3=O)cc1 (centres undefined)	0%
COc1ccc(S(=O)(=O)n2nc(C)c(S(=O)(=O)N3CCOCC3)c2C)cc1OC	-11%
C#CCOCCOCCOCCNc1nc(N2CCN(C(=O)[C@H](CCCCN)n3cc(C(N)CO)nn3)CC2)nc(N2CCN(C(=O)[C@H](CCC(=O)O)n3cc(C(N)[C@H](C)CC)nn3)CC2)n1 (some centres undefined)	2%
O=C1NCCCC2c3cc(O)c4ccccc4c3OC12N1CCCCC1 (centres undefined)	-3%
CC(=O)Nc1ccc2nc(NC(=O)c3ccc([N+](=O)[O-])s3)sc2c1	-8%
CC(OC(=O)c1ccc(NC(=O)CC#N)cc1)C(=O)Nc1ccc(Oc2ccccc2)cc1 (centres undefined)	-22%
Cc1ccc(NC(=O)c2cc3c(=O)oc4ccc(C)cc4c3s2)nc1	u
C(=N\Nc1ncnc2sc3c(c12)CCC3)/c1cccs1	-2%
CCOCCCNC(=O)Cc1ccc(F)cc1	2%
COC(=O)c1cc2oc(C)cc2n1CC(=O)Nc1ccc(OC)c(OC)c1OC	-1%
Cc1ccc(SCc2cc(=O)n3ccsc3n2)c(C)c1	3%
COc1ccc([C@]23Cc4cc(OC)c(OC)cc4C(O2)C2=C(CC4(CCCCC4)OC2=O)O3)cc1	-7%[12.7 µM]
O=C(Nc1ccc2c(c1)nc1n2CCN(C2CCCCC2)C1)NC1CCCCC1	-5%
Oc1ccc(/C=C/c2ccc(/C=C/c3ccc(O)cc3)c(Br)c2)cc1	-14%
O=C1NC(=O)/C(=C/c2ccc3c(c2)OC(F)(F)O3)S1	-15%
CCCCC/C=C\C/C=C\C/C=C\C/C=C\CCCC(=O)C(F)(F)F	-18%
CC(=O)OCOC(=O)CNc1ccccc1OCCOc1ccccc1NCC(=O)OCOC(C)=O	-7%
O=C(c1cnc2n(c1=O)CCS2)N1CCN(c2ccccc2Cl)CC1	-18%

6 compounds from above, arranged by the number in KAT2A inh, ascending.
SMILES	KAT2A inh
CCCCC/C=C\C/C=C\C/C=C\C/C=C\CCCC(=O)C(F)(F)F	-18%
O=C1NC(=O)/C(=C/c2ccc3c(c2)OC(F)(F)O3)S1	-15%
Oc1ccc(/C=C/c2ccc(/C=C/c3ccc(O)cc3)c(Br)c2)cc1	-14%
COC(=O)c1cc2oc(C)cc2n1CC(=O)Nc1ccc(OC)c(OC)c1OC	-1%
CCOCCCNC(=O)Cc1ccc(F)cc1	2%
Cc1ccc(SCc2cc(=O)n3ccsc3n2)c(C)c1	3%

(continued)
SMILES	KAT2A inh
Cc1sc2nc3c(C(=O)N4CCN(c5ccccn5)CC4)cccn3c(=O)c2c1C	-2%
O=C1CC(Cc2ccccc2)C(=O)N1CCCn1ccnc1 (centres undefined)	-24%
O=C(CCS(=O)NCc1ccccc1)NCc1ccccc1 (centres undefined)	-6%
CCCCCCCCCCCCCCCC(=O)OCC(COP(=O)(O)OCC[N+](C)(C)C)OC(=O)CCCCCCCCCCCCCCC (centres undefined)	-16%
O=C(O)Cc1cccc(OCCCN(Cc2cccc(C(F)(F)F)c2Cl)CC(c2ccccc2)c2ccccc2)c1	11µM*
Cc1c(NC(=O)CC2NC(=O)NC2=O)c(=O)n(-c2ccccc2)n1C (centres undefined)	-5%
O=C1NCCCC1C(=O)N1CCN(C(=O)C2CCCNC2=O)CC1 (centres undefined)	-14%
O=C(CCN1CCCCC1)Nc1ccc2c(c1)C(=O)c1ccc(NC(=O)CCN3CCCCC3)cc1C2=O	-9%
Cc1cc2oc(=O)cc(CN3CCN(C/C=C/c4ccccc4)CC3)c2cc1O	-10%
O=C(/C=C/c1cccc([N+](=O)[O-])c1)NC(=S)Nc1ccccc1C(=O)O	u
O=C(/C=C/c1ccc(O)cc1)OC[C@H]1O[C@@H](Oc2c(-c3ccc(O)cc3)oc3cc(O)cc(O)c3c2=O)[C@H](O)[C@@H](O)[C@@H]1O	0%
Cc1cc(NC(=O)COc2cccc3cccnc23)no1	-12%
COc1ccc2[nH]cc(C(=O)CN3CCN(C/C=C/c4ccccc4)CC3)c2c1	-6%
COc1ccc(CCNC(=O)CCN2C(=O)c3ccccc3C2=O)cc1OC	-15%
Cc1ccc2c(C)nc(NC3=NCN(Cc4ccccc4)CN3)nc2c1	-1%
CC1(C)O[C@@H]2C[C@H]3[C@H]4C[C@H](F)C5=CC(=O)CC[C@]5(C)[C@@H]4[C@H](O)C[C@]3(C)[C@]2(C(=O)CO)O1	-3%[21.4 µM]
CNC1=CN(O)C(c2ccccc2)=c2cc(Cl)ccc2=N1	-5%&4%
CCOC(=O)c1cnc(-n2nc(C)cc2C)nc1Nc1ccc2c(c1)OCO2	-3%
CCN(CC)CCn1c(SCC(=O)Nc2ccc(F)cc2)nc2c(sc3ccccc32)c1=O	-7%
O=C(Oc1ccc2cc(Br)ccc2c1)N1CCCCCC1	-3%
c1ccc(C2CCC3(CC2)Oc2ccccc2C2CC(c4cccnc4)=NN23)cc1 (centres undefined)	0%
O=C(Nc1cccc(Cl)c1)OCC#CCCl	u
Cc1cc(C)n(C(=O)c2sc3cc(F)ccc3c2Cl)n1	-3%
O=C(Nc1ccc(N2CCOCC2)c(C(=O)O)c1)c1ccco1	0%
COc1ccc2nc(NC3=NCN(CC4CCCO4)CN3)nc(C)c2c1 (centres undefined)	-4%

Screens deposited in PubChem by National Center for Advancing Translational Sciences (NCATS).
